CXXC DNA block: qHTS Fluorescence Polarization Assay for Inhibitors of MLL CXXC domain - DNA interaction | Histone-lysine N-methyltransferase 2A (Homo sapiens), Q03164 | AID 2662, 2010 | MLL-CXXC / FITC-HOXA9 DNA fluorescence polarization | Potency, µM (top dose mostly 115 µM), for inactives: at the top dose activity change, negative = inhibition, most hits filed as inhibitors | 0.037% of 290,000 active; active means well fitted inhibition curve with a large enough effect in the polarisation, with a control signal flat, not every such curve was filed as active; inconclusive means small, poorly fitted or top-dose-only effect, or effect the other way, or a change in a side signal; inactive means no such curve, though single readings can be large or run the other way; the % refers to the polarisation; further: potency means the concentration at half of the fitted maximal effect
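Purified MLL-CXXC (added from a 7 uM solution) was preincubated 5 min at ambient with pinned compounds in 50 mM Tris-HCl pH 7.5, 50 mM NaCl, 1 mM DTT, 0.05% BSA. Fluorescein-labeled HOX-A9 DNA (50 nM solution) followed, 30 min, then polarization read.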
MBNL1-CUG inh: qHTS Assay for Inhibitors of MBNL1-poly(CUG) RNA binding; 0.036% of 280,000 active; TR-FRET MBNL1-His/biotin-(CUG)12 binding, 665/545 ratio; AID 2675, 2010; Potency, µM (doses to about 57.5 µM), for inactives: at the highest dose activity change, negative = inhibition, usual class: inhibitors; active means well fitted inhibition curve with a large enough effect in the signal ratio, with a control signal flat, not every such curve was filed as active; inconclusive means small, poorly fitted or top-dose-only effect, or effect the other way, or a change in a side signal; inactive means no such curve, though single readings can be large or run the other way; the % refers to the signal ratio; further: potency means the concentration at half of the fitted maximal effect; on the % scale 0 is the no-effect control and ±100 the full control effect
Target sequence (Q9NR56 whole entry, looked up): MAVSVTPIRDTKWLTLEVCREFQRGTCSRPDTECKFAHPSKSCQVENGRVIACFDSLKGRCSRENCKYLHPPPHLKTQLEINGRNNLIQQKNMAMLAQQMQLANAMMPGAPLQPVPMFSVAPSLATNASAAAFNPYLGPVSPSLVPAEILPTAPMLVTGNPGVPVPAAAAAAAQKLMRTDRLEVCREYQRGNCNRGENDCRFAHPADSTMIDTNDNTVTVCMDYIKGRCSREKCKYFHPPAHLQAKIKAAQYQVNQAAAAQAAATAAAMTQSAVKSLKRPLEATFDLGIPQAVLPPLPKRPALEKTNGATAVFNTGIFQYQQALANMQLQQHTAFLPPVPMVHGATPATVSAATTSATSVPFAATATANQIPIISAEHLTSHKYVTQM
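Ratiometric TR-FRET (665 over 545 nm, excitation 340 nm) tracks disruption of MBNL1-His/biotin-(CUG)12 complex after 60 min at room temperature, with compounds at 92 nM to 58 uM final.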
a7 integrin act: qHTS for Activators of Integrin-Mediated Alleviation for Muscular Dystrophy; alpha7betagal myoblasts, beta-gal FDG fluorescence, 48 h; Potency, µM (titrated, usually from 38.3 µM), without a hit: at the highest dose activation, usual class: activators; 0.064% of 350,000 active;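 further: potency means the concentration at half of the fitted maximal effect; 100% = response of the positive control SU9516; nearly all actives have a fitted effect of over 60% in size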
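Alpha7betagal+/- myoblasts (passage 13) were plated 16-24 hr, then exposed to compounds (1:260 dilution of DMSO stock) for 48 hours at 37C. After MPER lysis, β-galactosidase reporter activity was read as FDG fluorescence (ex 480/em 540) after 30 minutes.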
GALK inh: qHTS Assay for Inhibitors of Human Galactokinase (GALK); P51570; Purified GALK, Kinase-Glo residual ATP luminescence; Potency, µM (series often up to 57.5 µM), without a hit: at the top dose activity change, negative = inhibition, usual class: inhibitors; 0.007% of 270,000 active; AID 1868, 2009; further: potency means the concentration at half of the fitted maximal effect; on the % scale 0 is the no-effect control and ±100 the full control effect
Target sequence (P51570 whole entry, looked up): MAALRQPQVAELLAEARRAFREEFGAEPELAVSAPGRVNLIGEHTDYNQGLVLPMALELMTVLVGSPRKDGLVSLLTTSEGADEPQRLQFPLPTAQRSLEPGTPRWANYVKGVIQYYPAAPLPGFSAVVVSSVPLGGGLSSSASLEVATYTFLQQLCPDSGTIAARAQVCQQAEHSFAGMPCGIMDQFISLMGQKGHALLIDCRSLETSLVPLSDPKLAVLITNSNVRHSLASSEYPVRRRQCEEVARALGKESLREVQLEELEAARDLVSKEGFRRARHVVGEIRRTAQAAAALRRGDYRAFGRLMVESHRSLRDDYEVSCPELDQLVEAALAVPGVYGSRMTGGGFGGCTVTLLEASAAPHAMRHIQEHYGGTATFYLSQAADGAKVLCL
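Galactose (100 uM) and ATP (35 uM) were turned over by 5 nM GALK for 1 h at RT. Kinase-Glo Plus then converted the remaining ATP into a luminescent signal.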
A-T KAP1 phos: qHTS Assay for Identifying a Potential Treatment of Ataxia-Telangiectasia | […] A-T fibroblasts, KAP-1 phosphorylation AlphaLISA; neocarzinostatin DNA damage 30 min before lysis | Potency, µM (doses to about 57.5 µM), without a hit: top-dose activation, most hits filed as activators | 0.19% of 320,000 active; further: potency means the concentration at half of the fitted maximal effect; % of control where 0% means no effect; nearly all actives have a fitted effect of over 45% in size
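ATM-like activity read as KAP-1 phosphorylation via AlphaLISA donor/acceptor antibody pairs after lysis and 6 hr at 25C. Cells were ATM-null patient fibroblasts ([…], hTERT), dosed 60 min, then exposed to the DSB inducer NCS for 30 min.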
S-ASM inh: Inhibitors of Secretory Acid Sphingomyelinase (S-ASM): qHTS; Sphingomyelin phosphodiesterase (Homo sapiens), P17405; placental ASM, HMU-PC fluorogenic substrate, 60 min; Potency, µM (highest dose often 57.5 µM), without a hit: at the top dose activity change, negative = inhibition, most hits filed as inhibitors; 0.006% of 340,000 active; AID 504937, 2011; further: potency means the concentration at half of the fitted maximal effect
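HMU-PC0 cleavage (9 uM final) by human placental ASM, 60 min at 37 °C following 10 min compound exposure at RT; stopped at pH 10, fluorescence Ex 386/Em 447 nm.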
Coupling enz: qHTS Assay for Inhibitors of Fructose-1,6-bisphosphate Aldolase from Giardia Lamblia: Coupling assay counterscreen. activity change, negative = inhibition, % at 58.2 µM, hits read low. coupling enzyme system counterscreen, AmpLite Red fluorescence. AID 2472, 2010. 0.67% of 290,000 active; in the data active means activity change below about -30%; further: on the % scale 0 is the no-effect control and ±100 the full control effect
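Compounds tested against the coupling enzymes alone at 57.5 uM final; readout was AmpLite Red fluorescence (525/598 nm) after 20 min at RT.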
TRPV1 ag: HTS Assay for Compounds that Act as Agonists of the Vanilloid Receptor 1. 0.19% of 320,000 active. Transient receptor potential cation channel subfamily V member 1 (Homo sapiens), Q8NER1. TRPV1-expressing cells, Fluo-8 calcium influx, agonist mode. activation, % at 8.33 µM. AID 540275, 2011; in the data active means activation above about 80%; inconclusive means between about 30% and that limit; further: 0% is about no effect
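Cells expressing TRPV1 were dye-loaded with Fluo-8 and read kinetically: 10 s baseline, 3 min after compound (agonist portion), then 2 min after EC20 capsaicin (allosteric enhancer portion). Calcium-bound dye fluorescence at 480/520 nm.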
KCNH2 WT inh: qHTS for Inhibitors of KCHN2 3.1: Wildtype qHTS | Voltage-gated inwardly rectifying potassium channel KCNH2 (Homo sapiens), Q12809 | U2OS, BacMam KCNH2, thallium flux FluxOr; active compounds read low | activity change, % at 1.84 µM | 0.37% of 340,000 active | AID 720551, 2013;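 active means maximum activity change below -70%; inconclusive means maximum activity change between -70% and -50%; inactive means maximum activity change above -50%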; further: on the % scale 0 is the no-effect control and ±100 the full control effect
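U2OS cells were transduced with wild-type KCNH2 virus (2.03 x 10^8 / mL) for 4 h at room temperature, then cultured overnight at 37 C. Thallium flux was read with FluxOr dye. Rate constants were normalized to DMSO controls.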
KCNH2 3.1 inh: qHTS for Inhibitors of KCHN2 3.1: Mutant qHTS | U2OS KCNH2 3.1, thallium flux FluxOr; active compounds read low | activity change, % (tested at about 1.8 µM) | 0.95% of 340,000 active | AID 720553, 2013;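 active means maximum activity change below -70%; inconclusive means maximum activity change from -70% to -50%; inactive means maximum activity change above -50%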;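 further: thallium influx rate constant from kinetic fluorescence after stimulation buffer; on the % scale 0 is the no-effect control and ±100 the full control effect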
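Virally transduced U2OS (3.1 isoform, 4 h infection in dark at RT) → overnight 37 C → FluxOr + Red40 in HBSS/HEPES, 45 min → stimulation buffer, 2 min kinetic read → rate constant vs DMSO controls.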
Starred values were filed as active, the others as inactive; ? = inconclusive; / = no result given; [ ] = remark or other dose. Unless noted, the call rests on the fitted dose curve; in most records, active means well fitted curve in the direction sought with a large enough effect; inconclusive means small, poorly fitted or top-dose-only effect, or another doubt; inactive means no such curve, though single readings can be large; an effect the other way counts as inactive or inconclusive.

SMILES | CXXC DNA block | MBNL1-CUG inh | a7 integrin act | GALK inh | A-T KAP1 phos | S-ASM inh | Coupling enz | TRPV1 ag | KCNH2 WT inh | KCNH2 3.1 inh
O=C(CNC(=S)NC(=O)c1cccs1)c1ccccc1 | -5% | -14% | 1% | 2% | 4% | -5% | -3 | 8 | 4 | 5
CCOc1ccccc1NC(=S)N1CCC(NC(=O)NC23CC4CC(CC(C4)C2)C3)CC1 | -18% | -19% | -1% | 2% | 0% | 0% | 2 | -4 | -11 | 3
CCCCCN(C(=O)COC(=O)CSc1ccc([N+](=O)[O-])cc1)c1c(N)n(CCCC)c(=O)[nH]c1=O | / | / | -23% | / | 2% | -2% | / | -5 | -1 | -15
Cc1cc(C)c(-c2c(O)c3cccc4c3n(c2=O)CCC4)c(C)c1 | 8% | -7% | -9% | -3% | 4% | -2% | 4 | 3 | 9 | -17
CC(C)CNC(=O)NC(=O)COC(=O)Cn1cnc2ccccc2c1=O | 36%[activator] | -18% | 8% | 6% | 1% | 2% | 3 | 2 | -5 | 13
COc1ccc(S(=O)(=O)N2CCOCC2)cc1NC(=O)[C@@H]1CCCN1C(=O)c1cccs1 | -1% | -6% | -5% | 0% | 4% | -4% | 0 | -4 | -2 | -7
CC(/C=N/NC(=O)CSc1nc(C)cc(C)n1)=C\c1ccccc1 | 5% | 11% | -3% | 0% | -3% | -1% | 0 | 0 | -12 | -5
CN1CCN(C2=NC3(CCCC3)C(C#N)C(=O)N2)CC1 (configuration not stated) | -3% | 1% | -6% | 0% | 2% | -2% | 4 | 1 | -29 | -5
CSc1ncc(C(=O)O)n1-c1ccc(F)cc1 | 2% | -30% | 0% | 1% | -3% | 3% | 1 | -2 | -5 | -2
COc1ccccc1CNC(=O)c1cc(-c2ccccc2)nn1Cc1cc(C)no1 | / | / | -16% | / | 6% | -4% | / | 18 | -1 | 14
O=C(CN1C(=O)/C(=C\c2ccc(F)cc2)Oc2ccccc21)NCc1ccco1 | 7% | -2% | -7% | 0% | 4% | 369%[activator] | -3 | 0 | -10 | ?
O=C(COc1ccc2ccccc2c1)Nc1ccncc1 | 11% | -8% | -18% | 1% | -2% | 0% | 1 | ? | 8 | -8
C=CCOc1ccc2ccccc2c1CNn1c(C)n[nH]c1=S | -1% | 13% | ? | 4% | 3% | 7% | 0 | 3 | 9 | -14
O=C(Nc1ccccc1N1CCN(c2ccc(F)cc2)CC1)C1CCCCC1 | 1% | 0% | 24% | 2% | 3% | 1% | 1 | 5 | 16 | -4
CC(O)CNCCCCOc1ccc(OCc2ccccc2)cc1 (configuration not stated) | 9% | -6% | -11% | 1% | 4% | 1% | 3 | 2 | -13 | 4
COc1ccc2c(c1)CCCC21NC(=O)N(CC(=O)N2CC(C)OC(C)C2)C1=O (configuration not stated) | / | / | 23% | / | -2% | -4% | / | / | 27 | 10
CCO[C@H]1c2c(ccc3ccc(=O)oc23)OC(C)(C)[C@@H]1O | / | / | -7% | / | -10% | 14% | / | -6 | -15 | -7
O=C(CN1C(=O)NC2(CCCc3ccccc32)C1=O)N1CCN(C(=O)c2ccco2)CC1 (configuration not stated) | -3% | -9% | -36% | -3% | -5% | 0% | 6 | -4 | -12 | -2
CCCCCCSC1=C(C#N)C(c2ccccc2)CC(=O)N1 (configuration not stated) | 7% | 2% | -16% | 1% | -6% | -1% | 4 | 1 | -26 | 2
Cc1ccc(-n2cc(CN3CCC(CO)(Cc4cccc(C(F)(F)F)c4)CC3)cn2)cc1 | 21% | -3% | -70%[inhibitor] | 2% | 1% | -1% | -1 | 14 | -84* | -99*
O=C(OCC(=O)N1CCCC1)c1c2c(nc3ccccc13)CCCCC2 | -2% | -2% | -15% | -1% | 11% | 1% | -1 | ? | 8 | 9
CCCC[C@H]1C2=C3[C@@H](CC(C(=O)OC)=C[C@@H](C(=O)OC)[C@H]3C(C)(C)C2=O)n2c(=O)n(-c3ccccc3)c(=O)n21 | / | / | -18% | / | / | 2% | -1 | / | -9 | -6
C#CCOc1c(Br)cc(/C=C2/C(=O)ON=C2C)cc1OCC | 10% | 6% | ? | -2% | -18% | -3% | 5 | -5 | 1 | -19
Fc1ccc(CNCc2ccco2)cc1 | -2% | 1% | ? | 4% | 48% | 1% | -12 | 3 | -7 | -13
CCCn1c(=O)c2ccccc2n2c(=S)[nH]nc12 | -4% | -2% | 43% | / | 0% | 8% | 0 | -5 | -23 | 3

4 compounds out of the list, sorted by SMILES length, falling:
SMILES | CXXC DNA block | MBNL1-CUG inh | a7 integrin act | GALK inh | A-T KAP1 phos | S-ASM inh | Coupling enz | TRPV1 ag | KCNH2 WT inh | KCNH2 3.1 inh
CCOc1ccccc1NC(=S)N1CCC(NC(=O)NC23CC4CC(CC(C4)C2)C3)CC1 | -18% | -19% | -1% | 2% | 0% | 0% | 2 | -4 | -11 | 3
COc1ccccc1CNC(=O)c1cc(-c2ccccc2)nn1Cc1cc(C)no1 | / | / | -16% | / | 6% | -4% | / | 18 | -1 | 14
CC(C)CNC(=O)NC(=O)COC(=O)Cn1cnc2ccccc2c1=O | 36%[activator] | -18% | 8% | 6% | 1% | 2% | 3 | 2 | -5 | 13
O=C(COc1ccc2ccccc2c1)Nc1ccncc1 | 11% | -8% | -18% | 1% | -2% | 0% | 1 | ? | 8 | -8

Later entries.
SMILES | CXXC DNA block | MBNL1-CUG inh | a7 integrin act | GALK inh | A-T KAP1 phos | S-ASM inh | Coupling enz | TRPV1 ag | KCNH2 WT inh | KCNH2 3.1 inh
COc1cc(OC)c(-c2nnc3n(CCc4ccccc4)c(=O)c4ccccc4n23)cc1OC | 3% | -5% | / | -2% | -1% | / | 0 | -13 | / | /
CC(C)OC(=O)c1ccc(NC(=O)c2cncc(Br)c2)cc1 | 8% | 126%[activator] | 12% | -2% | -1% | -9% | -1 | ? | 23 | -2
NC(=O)C1CCN(C(=O)CN2CCCc3ccccc32)CC1 | -1% | ? | -10% | -1% | 3% | 11% | -3 | 0 | 33 | 4
C[C@H](NC(=O)c1nc[nH]c1C(=O)NCc1ccccc1)c1ccccc1 | / | / | -3% | / | 22% | -6% | / | ? | / | /
CCOc1cc(/C=N\NC(=O)c2ccc(NC(=O)C(C)(C)C)cc2)ccc1OC(=O)c1ccc(C)cc1 | 30%[activator] | -4% | -15% | -2% | 0% | -9% | 1 | 0 | -6 | 25
CCOc1cc(N2CCOCC2)c(OCC)cc1NC(=O)c1ccc(S(=O)(=O)N(C)C)cc1 | -4% | -4% | 7% | 0% | -5% | -2% | -22 | 0 | 22 | 10
COc1cccc(NC(=O)c2ccccc2SC)c1 | -1% | -7% | -1% | 0% | 4% | 2% | 1 | 1 | -9 | ?
O=C(NNC1=NC2(CCCC2)Cc2ccccc21)c1ccncc1 | ? | 1% | -14% | 0% | 7% | -2% | -1 | -5 | -1 | 5
Clc1ccc(COn2c(-c3ccc(Cl)cc3)nc3ccccc32)cc1 | 24% | 2% | 0% | -2% | 1% | -14% | 0 | ? | 12 | -21
COc1cc(CNc2ccc(N3CCOCC3)cc2)ccc1OCC(=O)NC(C)(C)C | 0% | 4% | -3% | 2% | -2% | -2% | 1 | -1 | 5 | -4
CCCCCCn1c(N2CCCC2)nc2c1c(=O)[nH]c(=O)n2C | -2% | -2% | 8% | / | -11% | -1% | 3 | 2 | 9 | 9
O=C(NCc1cccs1)c1nc2ncccn2n1 | -3% | 0% | 17% | -4% | / | 4% | 5 | -1 | 9 | -5
C=C(C)CSC1=C(C#N)C(c2ccccc2Cl)CC(=O)N1 (configuration not stated) | 0% | -4% | 0% | 3% | 10% | -4% | 3 | 13 | -4 | 3
CCCn1nnc(NC(=O)c2cc3ccccc3o2)n1 | 0% | 1% | 8% | -1% | -4% | 8% | 0 | 3 | -2 | 2
Nc1c2c(nc3c1CCCC3)CCCC2 (tested in a mixture with another compound) | -1% | -4% | 9% | -9% | 4% | 7% | -3 | -4 | 23 | -23
CC(C)n1nc(C(=O)OCC(=O)N2CC(=O)Nc3ccccc32)c2ccccc2c1=O | -5% | 0% | 14% | -2% | 4% | 2% | 1 | 2 | 2 | -8
CCOC(=O)c1cc(C)n(-c2ccc(Cl)cc2)c1C | 6% | 1% | -2% | -3% | 1% | -2% | 0 | 15 | -1 | -3

High-throughput results: PubChem, National Center for Advancing Translational Sciences (NCATS)
